Pf apPOL inh = Pf-apPOL DNA polymerase inhibition; Recombinant Pf-apPOL, molecular beacon fluorescence, 1.5 h; inhibition, % at 10 µM; hit rate 0.25% among 210,000; AID 1794808
mHTT-CaM PPI inh = mHTT-calmodulin interaction abrogation; P42858; inhibition, % at 15 µM; AlphaScreen His-mHTT/GST-CaM binding, luminescence; hit rate 3.6% among 190,000;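 note: 0% = both proteins with DMSO and 100% = one protein alone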
* hit, by the source's call; i = inactive; / = no result given; & = joins results of further samples. Cut-off read from the data, not from the text of the source: active = inhibition above about 50%; inactive = the rest.

Start of the listing, in advance:
1	CCc1cccc(NS(=O)(=O)c2ccc(C)cc2)c1
2	COc1ccc(NC(=O)CC2SC(=N)NC2=O)c([N+](=O)[O-])c1 (stereo unspecified)
compound no. | 1 | 2
Pf apPOL inh | 2 | -6
mHTT-CaM PPI inh | -20 | -4

This part in full, previewed entries included:
1	CCc1cccc(NS(=O)(=O)c2ccc(C)cc2)c1
2	COc1ccc(NC(=O)CC2SC(=N)NC2=O)c([N+](=O)[O-])c1 (stereo unspecified)
3	COc1ccc(Cl)cc1NC(=O)C(N)=O
4	COc1cc(/C=C2/C=C(c3ccc(Cl)cc3)OC2=O)c([N+](=O)[O-])cc1OC
5	CC(C)c1ccc(N(CC(=O)N2CCOCC2)S(C)(=O)=O)cc1
6	CC1CCN(C(=O)c2ccc3c(c2)CC(=O)N3Cc2ccccc2)CC1
7	Cn1nc(CC(=O)Nc2ccccc2Br)c2ccccc2c1=O
8	Cn1cccc(C(=O)N2CCC(CNS(=O)(=O)c3c(F)cccc3F)CC2)c1=O
compound no. | 1 | 2 | 3 | 4 | 5 | 6 | 7 | 8
Pf apPOL inh | 2 | -6 | -1 | 1 | -11 | -4 | 4 | -6
mHTT-CaM PPI inh | -20 | -4 | 5 | 10 | 2 | 30 | -2 | -12

9	COc1ccccc1N1CCN(CCCCNS(=O)(=O)c2ccc(Cl)c(Cl)c2)CC1
10	O=C(c1ccc2c(c1)OCO2)N1CCCC1c1cccc(F)c1 (stereo unspecified)
11	Cc1ccc2c(Nc3cc(F)ccc3C)c(-c3nc(C)no3)cnc2n1
12	CCn1ccc(C(=O)N(C)C2CCN(c3nccnc3OC)C2)n1 (stereo unspecified)
13	Cc1cc(=O)oc2cc(OCC(=O)NC3CCCCCC3)ccc12
14	O=C(CCCc1ccccc1)Nc1ccncc1
15	Cc1ccc(C)c(NS(=O)(=O)c2cccc3c2C(=O)c2ccccc2C3=O)c1
16	O=C1/C(=C/c2ccc(O)c([N+](=O)[O-])c2)Sc2ccccc21
compound no. | 9 | 10 | 11 | 12 | 13 | 14 | 15 | 16
Pf apPOL inh | 4&-8 | 0 | 1 | -1 | 2 | -2 | 0 | -6
mHTT-CaM PPI inh | / | -3 | 24 | 2 | 6 | 2 | 46 | 15

17	CCOc1ccc(S(=O)(=O)N=C2C=C(Nc3ccccc3)C(=O)c3ccccc32)cc1
18	O=C(c1ccc(Br)cc1)c1nc2c(n1O)CCCCC2
19	COc1cc(C(=O)NCC2COc3ccccc3O2)cc(OC)c1OC (stereo unspecified)
20	CCC(=O)NCc1nc2c(n1CC)CN(C(=O)c1cccc(C(F)(F)F)c1)CC2
21	Cc1nc(SCC(=O)NCc2ccccc2)c(C#N)c(C)c1Cl
22	O=C1C2C3c4ccccc4C([N+](=O)[O-])(c4ccccc43)C2C(=O)N1CCOCc1ccccc1 (stereo unspecified)
23	CCCC(=O)N1CCCC1COc1ccc(C(=O)N2CCCC2)cc1 (stereo unspecified)
24	CCCN1CCC(=O)N(CCSc2ccc(NC(C)=O)cc2)CC1
compound no. | 17 | 18 | 19 | 20 | 21 | 22 | 23 | 24
Pf apPOL inh | 3 | -6 | 1 | -5 | -4 | 0 | 32 | 4
mHTT-CaM PPI inh | 90* | 14 | -2 | 8 | -3 | 12 | -4 | 2

25	Cc1ccc(C(=O)N2CC(=O)Nc3ccc(Br)cc3C2c2ccccc2)cc1C (stereo unspecified)
26	Cc1cccc(NC(=O)N2CCC3(CC2)Nc2cc(F)ccc2-n2cccc23)c1C
27	Cc1ccc(-c2nccn3cc(C(=O)NCC4CC4)nc23)cc1
28	COc1ccc(C=C2Oc3c(ccc(OCC(N)=O)c3C)C2=O)cc1
29	CCOC(=O)NC(=S)NN(C)C
30	O=C(COc1ccc([N+](=O)[O-])cc1)Nc1ccc(F)cc1F
31	CCOC(=O)CSc1nnc(CNC(=O)c2cccs2)n1-c1cc(C)ccc1C
32	CC(=O)Nc1ccc(S(=O)(=O)NC2=NCN(C)CN2)cc1
compound no. | 25 | 26 | 27 | 28 | 29 | 30 | 31 | 32
Pf apPOL inh | -4 | -3 | 9 | -4 | -2 | -1 | -4 | -4
mHTT-CaM PPI inh | 98* | 40 | 6 | 5 | / | -13 | -3 | 1

33	O=[N+]([O-])c1ccc(-c2csc(CS(=O)(=O)Cc3cccc(C(F)(F)F)c3)n2)cc1
34	Cc1ccc(NC(=O)C2CCCN(c3nnc4ccccn34)C2)cc1F (stereo unspecified)
35	O=C(CSc1ccccc1C(=O)O)Nc1ccccc1C(F)(F)F
36	CCc1ccc(NC(=O)N2CCCC2c2cc(CC)no2)cc1 (stereo unspecified)
37	CCCN1CC=C2C(C#N)=C(N)C(C#N)(C#N)C(c3ccc(-c4ccccc4)cc3)C2C1 (stereo unspecified)
38	COCCCNC(=O)c1cc2c(=O)n3cccc(C)c3nc2n(Cc2cccnc2)c1=N
39	CNC(=O)C1=CCN(C(=O)c2ccc(F)cc2F)CC1
40	COc1ccc(CNC(=O)CC2CCN(S(=O)(=O)c3ccc(Cl)s3)CC2)cc1
compound no. | 33 | 34 | 35 | 36 | 37 | 38 | 39 | 40
Pf apPOL inh | -17 | -1 | -2 | -4 | -6 | -6 | 0 | -4
mHTT-CaM PPI inh | / | -6 | 17 | -9 | 63* | 3 | 2 | -7

41	O=C(O)c1cccc2c1NC(C(=O)O)C1CC=CC21 (stereo unspecified)
42	O=C(CN1C(=O)c2ccccc2C1=O)Nc1nnc(C2=COCCO2)o1
43	Nc1nonc1-c1noc(CCCCCN2C(=O)c3ccccc3C2=O)n1
44	Fc1ccc(-c2n[nH]c(C3CCCN(Cc4ccoc4)C3)n2)cc1 (stereo unspecified)
45	C#CCn1c(CN2CCOCC2)nc2ccccc21
46	COc1ccc(NC(=S)NNC(=O)c2nc3ccccc3c(=O)[nH]2)cc1
47	O=S(=O)(c1ccc(Cl)cc1)c1nc(-c2ccco2)oc1N1CCCCC1
48	CCOC(=O)CN1CCN(c2ccc(C)c(F)c2)C(=O)C1C (stereo unspecified)
compound no. | 41 | 42 | 43 | 44 | 45 | 46 | 47 | 48
Pf apPOL inh | 4 | 3 | -5 | 2 | -4 | -343 | 3 | -5
mHTT-CaM PPI inh | 77* | 5 | 7 | 3 | 9 | / | 28 | 1

49	Cc1nc(C2CCN(C(=O)c3cccc(OC(F)(F)F)c3)CC2)n[nH]1
50	CN(C)CCNc1ccc(-c2nc(-c3cccc(F)c3)no2)cn1
51	Cc1nc2cc(N3C(=O)c4ccncc4C3=O)ccc2s1
52	O=C(Nc1nnc(C2CC(=O)N(c3ccc(F)cc3)C2)o1)c1ccc(Br)o1 (stereo unspecified)
53	Cc1ccc(NC(=O)CCOc2ccccc2C)cc1F
54	COc1cc(C2c3cc4c(cc3OC3(O)CCCCC23)OCO4)cc(OC)c1OC (stereo unspecified)
55	COc1ccccc1N1C(=O)c2ccccc2NC1c1sccc1C (stereo unspecified)
56	O=C(NO)C12CCCC(CCC1)C2
compound no. | 49 | 50 | 51 | 52 | 53 | 54 | 55 | 56
Pf apPOL inh | 11 | -4 | -1 | 1 | 3 | / | -2 | 0
mHTT-CaM PPI inh | 4 | 0 | -4 | 10 | -41 | 32 | -2 | -2

57	CCc1cc(C(=O)Nc2cc(C)cc(C)c2)nc2ccnn12
58	CC(=O)N1c2ccccc2NC2=C(C(=O)CC(c3ccco3)C2)C1c1cccs1 (stereo unspecified)
59	CCCCN(C)CCCNC(=O)C1=C(C)C(=O)OC12CCCCCC2
60	O=C1OC(c2ccc([N+](=O)[O-])cc2)=N/C1=C/c1ccccc1C(F)(F)F
61	CC1(C)C(C=C(Cl)Cl)C1C(=O)Nc1sc2c(c1C#N)CCCC2 (stereo unspecified)
62	O=C(COc1ccccc1Br)Nc1ncn[nH]1
63	COc1cc(S(=O)(=O)N2CCCCCC2)c(C)cc1C
64	CN(C)P(=O)(Nc1ccc(Cl)cc1)Nc1ccc(Cl)cc1
compound no. | 57 | 58 | 59 | 60 | 61 | 62 | 63 | 64
Pf apPOL inh | -1 | -3 | -3 | 2 | 92* | 4 | -5 | -1
mHTT-CaM PPI inh | -18 | 9 | -7 | -2 | -2 | 26 | 21 | 0

65	COc1cccc(-c2cc3n(n2)CCCN(C(=O)C2CCCC2)C3)c1
66	Oc1oc(-c2ccccc2)nc1C=Nc1cccnc1
67	Fc1ccc(Nc2nc(N3CCOCC3)nc3[nH]ncc23)cc1
68	O=C(O)C(Sc1ncnc2ccccc12)c1ccccc1 (stereo unspecified)
69	COC(=O)[C@@H]1N2C(=O)[C@@H](NC(=O)C(C)Oc3ccccc3)[C@H]2SC1(C)C (stereo partly specified)
70	O=C(NCc1ccccn1)Nc1csc2ccccc12
71	Cc1cc(C)cc(NC(=O)N2CCC(c3nc4cccnc4n3C)C2)c1 (stereo unspecified)
72	O=C(NCC(O)C1CCCCC1)C1(c2ccccc2)CCOCC1 (stereo unspecified)
compound no. | 65 | 66 | 67 | 68 | 69 | 70 | 71 | 72
Pf apPOL inh | -5 | 3 | -2 | -5 | -7 | -11 | 2 | -6
mHTT-CaM PPI inh | 11 | 7 | -11 | 1 | 66* | / | 10 | -2

73	FC(F)(F)c1cc(C#CCN2CCCCC2)cc(C(F)(F)F)c1
74	CCOc1ccccc1NC(=O)c1ccc(Br)o1
75	COc1ccc(Cn2c(Oc3cccc(C)c3)nc3c2c(=O)n(C)c(=O)n3C)cc1
76	COc1cccc(CN2CCN(Cc3cccc(OC)c3OC)CC2)c1
77	CCC(=O)N1CCc2cc(Br)cc(S(=O)(=O)Nc3cccc(SC)c3)c21
78	CCN1c2ccccc2C(=O)NC12CCN(C(=O)Cc1ccc(Cl)cc1)CC2
79	CC(=O)N1CCN(S(=O)(=O)c2ccccc2)C1c1ccccc1 (stereo unspecified)
80	CCCNC(=O)C1CCN(C(=O)c2cccnc2-c2ccccc2C)CC1
compound no. | 73 | 74 | 75 | 76 | 77 | 78 | 79 | 80
Pf apPOL inh | 6 | -1 | -2 | -24 | -3 | -6 | -1 | -5
mHTT-CaM PPI inh | / | -7 | 2 | -8 | -3 | 36 | -1 | -3

Excerpt, entries 65 to 80
65	COc1cccc(-c2cc3n(n2)CCCN(C(=O)C2CCCC2)C3)c1
66	Oc1oc(-c2ccccc2)nc1C=Nc1cccnc1
67	Fc1ccc(Nc2nc(N3CCOCC3)nc3[nH]ncc23)cc1
68	O=C(O)C(Sc1ncnc2ccccc12)c1ccccc1 (stereo unspecified)
69	COC(=O)[C@@H]1N2C(=O)[C@@H](NC(=O)C(C)Oc3ccccc3)[C@H]2SC1(C)C (stereo partly specified)
70	O=C(NCc1ccccn1)Nc1csc2ccccc12
71	Cc1cc(C)cc(NC(=O)N2CCC(c3nc4cccnc4n3C)C2)c1 (stereo unspecified)
72	O=C(NCC(O)C1CCCCC1)C1(c2ccccc2)CCOCC1 (stereo unspecified)
73	FC(F)(F)c1cc(C#CCN2CCCCC2)cc(C(F)(F)F)c1
74	CCOc1ccccc1NC(=O)c1ccc(Br)o1
compound no. | 65 | 66 | 67 | 68 | 69 | 70 | 71 | 72 | 73 | 74
Pf apPOL inh | -5 | 3 | -2 | -5 | -7 | -11 | 2 | -6 | 6 | -1
mHTT-CaM PPI inh | 11 | 7 | -11 | 1 | 66* | / | 10 | -2 | / | -7

75	COc1ccc(Cn2c(Oc3cccc(C)c3)nc3c2c(=O)n(C)c(=O)n3C)cc1
76	COc1cccc(CN2CCN(Cc3cccc(OC)c3OC)CC2)c1
77	CCC(=O)N1CCc2cc(Br)cc(S(=O)(=O)Nc3cccc(SC)c3)c21
78	CCN1c2ccccc2C(=O)NC12CCN(C(=O)Cc1ccc(Cl)cc1)CC2
79	CC(=O)N1CCN(S(=O)(=O)c2ccccc2)C1c1ccccc1 (stereo unspecified)
80	CCCNC(=O)C1CCN(C(=O)c2cccnc2-c2ccccc2C)CC1
compound no. | 75 | 76 | 77 | 78 | 79 | 80
Pf apPOL inh | -2 | -24 | -3 | -6 | -1 | -5
mHTT-CaM PPI inh | 2 | -8 | -3 | 36 | -1 | -3

The list continues:
81	CC(C)C(=O)N1CCN(c2nc3c(s2)CC(C(=O)Nc2ccc(F)cc2F)CC3)CC1 (stereo unspecified)
82	CCCCOC(=O)C1C2C=CC3(CN(CCc4ccccc4)C(=O)C13)O2 (stereo unspecified)
83	CNC(=O)C1CCCN(c2nc3ncn(CC(=O)NCc4ccccc4)c(=O)c3s2)C1 (stereo unspecified)
84	Clc1ccc(-c2nnc(-c3ccc(Cl)cc3)nn2)cc1
85	CC(=O)Nc1ccccc1NC(=O)COc1ccc(Br)cc1C
86	CCCCN1CN2Cc3ccc(C)cc3C2CS1(=O)=O (stereo unspecified)
87	COc1ccc(NC(=O)C2CCN(c3cc(N4CCCC4)ncn3)CC2)cc1
88	O=C(NCC1(c2ccccc2)CCOCC1)c1ccccc1F
compound no. | 81 | 82 | 83 | 84 | 85 | 86 | 87 | 88
Pf apPOL inh | -3 | 2 | -3 | 0 | -5 | -11 | -9 | -18
mHTT-CaM PPI inh | 10 | -1 | 0 | 0 | 1 | 13 | 0 | -3

89	Cc1ccc2nc(=O)c3cc(F)c(F)c(F)c3n2c1
90	C=C(C)COc1ccc2cc(-c3ccc(OC)cc3OC)c(=O)oc2c1
91	O=C(Cc1ccc(NC(=O)c2ccsc2)cc1)NCc1cccs1
92	CC(C)C(NS(=O)(=O)c1cccs1)C(=O)Nc1cccc(F)c1 (stereo unspecified)
93	Cc1c(Cl)cccc1NC(=O)c1ccco1
94	O=C1NC(c2ccc3c(c2)OCO3)Nc2sc3c(c21)CCCC3 (stereo unspecified)
95	O=C(c1cc2ccccc2s1)N(Cc1ccccn1)Cc1ccccn1
96	O=C(NCCc1cscn1)C1CSCN1C(=O)CSc1ccccc1 (stereo unspecified)
compound no. | 89 | 90 | 91 | 92 | 93 | 94 | 95 | 96
Pf apPOL inh | / | -11 | 8 | -4 | -5 | -8 | -6 | -3
mHTT-CaM PPI inh | -3 | -2 | 2 | -3 | 0 | 1 | / | -4

97	O=C(COc1ccccc1)NCC1CC(=O)N(Cc2ccc(F)cc2)C1 (stereo unspecified)
98	CC(=C/c1ccco1)/C=N/n1c(-c2ccco2)n[nH]c1=S
99	CC(=O)Nc1ccc(C(=O)NCCNS(=O)(=O)c2ccc(F)c(C(F)(F)F)c2)cc1
100	CN(C)CCCN1C(=O)CSC1c1cccc([N+](=O)[O-])c1 (stereo unspecified)
compound no. | 97 | 98 | 99 | 100
Pf apPOL inh | -6 | / | -1 | -1
mHTT-CaM PPI inh | -6 | i | -10 | -2

Screens: PubChem BioAssay, University of Kansas High Throughput Screening Laboratory
